Screening data deposited in PubChem BioAssay by National Center for Advancing Translational Sciences (NCATS).
Ub-GFP proteasome – inhibits proteasome, raising ubiquitin-GFP reporter fluorescence | Ubiquitin-GFP reporter cells, proteasome inhibition, GFP fluorescence; response scale: untreated = 0%, 10 µM MG-132 = 100% | Potency, µM (series often up to 45.9 µM), for the others: at the highest dose activation (GFP accumulation), most hits filed as activators | 67,000 tested, under 10 active; active means well fitted activation curve with a large enough effect, not every such curve was filed as active; inconclusive means small, poorly fitted or top-dose-only effect, or another doubt; inactive means no such curve, though single readings can be large or run the other way; further: potency means the concentration at half of the fitted maximal effect
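GFP accumulation read-out: laser plate cytometry counting ubiquitin(G76V)-GFP-expressing U2OS cells after 4 hr compound exposure at 37 °C. Titrations spanned 46 uM to 2.9 nM; 0% = basal, 100% = 10 uM MG-132; concentration-response curves fitted.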
BRCT inh red – disrupts BRCA1 BRCT binding to phosphoprotein, red fluorophore readout; BRCT-phosphopeptide binding, red fluorescence polarization; actives 0.03% (n = 75,000); P38398; Potency, µM (titrated, usually from 76.9 µM), for the others: at the highest dose activity change, negative = inhibition, hits mostly inhibitors; AID 892; further: on the % scale 0 is the no-effect control and ±100 the full control effect
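Fluorescence polarization: 100 nM His-tagged BRCA1 BRCT with 100 nM TAMRA-labelled phospho-BACH1 decapeptide, phosphate buffer pH 7.3 with 150 mM NaCl, DTT, 0.01% Tween 20; 12 min RT. Binding inhibition seen as FP decrease.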
Epigenetic mod – derepresses silenced GFP locus in mouse C127i cells; Potency, µM (highest dose often 46.1 µM), inactives show at the top dose GFP derepression (activation); mouse C127i GFP locus derepression, cytometry, 30 h; actives 0.09% (n = 68,000); AID 597; further: % of control where 0% means no effect
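Derepression screen: silenced CMV-GFP reporter in murine C127i cells, 30 h compound incubation at 37 C, washed cells imaged by laser-scanning cytometer to enumerate GFP-expressing objects of 20 to 120 um.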
Fluorescein autfl – compound autofluorescence in fluorescein spectral region; Compound autofluorescence, 480/540 nm, fluorescein-equivalent; active compounds read high; max fluorescein-equivalent concentration, M; actives 0.91% (n = 59,000); in the data active means max fluorescein-equivalent concentration above about 10 nM; inconclusive means between about 1.1 nM and that limit
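Each compound is tested across a concentration series in 100 mM Tris buffer at pH 8.0. After 15 min at room temperature, plates are imaged with 480 nm excitation and 540 nm emission filters, and intensities are converted to fluorescein-equivalent values.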
USP2a inh – blocks human ubiquitin-specific protease USP2a; actives 0.1% (n = 60,000); USP2a enzymatic assay, qHTS inhibition; AID 927; Potency, µM (series often up to 38.3 µM), inactives show top-dose activity change, negative = inhibition, actives largely listed as inhibitors;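 further: potency means the concentration at half of the fitted maximal effect; nearly all actives have a fitted effect of over 60% in size; plate controls were DMSO for no effect and NEM full inhibition control for full effect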
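USP2 core (20nM final) preincubated 30 min RT with compound, then Ub-PLA2 20nM and NBD C6-HPC 20uM final added; buffer 20mM Tris-HCl pH 8.0, 2mM CaCl2. Fluorescence Ex 460/Em 535 read at 0 and 2.5 h; normalized to NEM.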
4-MU autofl – compounds fluorescent in 4-MU spectral region; max dye-equivalent concentration, M; compound autofluorescence, 340/450 nm, 4-MU equivalents; active compounds read high; actives 11% (n = 59,000); in the data active means max dye-equivalent concentration above about 10 nM; inconclusive means mostly about 1.1 nM to 9.6 nM
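Compounds in 100 mM Tris, pH 8.0, sat 15 min at room temperature before fluorescence was read at 340 nm excitation/450 nm emission; a per-plate six-point 4-MU standard curve converted signals to dye-equivalent concentration at each compound concentration.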
Caspase-7 inhib – caspase-7 (human) inhibition, allosteric or competitive. P55210. recombinant caspase-7, Ac-DEVD-AFC fluorescence rate. Potency, µM (titrated, usually from 57.5 µM), for inactives: top-dose activity change, negative = inhibition, actives largely listed as inhibitors. actives 0.02% (n = 75,000); active means well fitted inhibition curve with a large enough effect in the main read-out, with a control signal flat, not every such curve was filed as active; inconclusive means small, poorly fitted or top-dose-only effect, or a change in a side signal; further: potency means the concentration at half of the fitted maximal effect; % of control where 0% means no effect
Target sequence (P55210 24-198 limits assumed): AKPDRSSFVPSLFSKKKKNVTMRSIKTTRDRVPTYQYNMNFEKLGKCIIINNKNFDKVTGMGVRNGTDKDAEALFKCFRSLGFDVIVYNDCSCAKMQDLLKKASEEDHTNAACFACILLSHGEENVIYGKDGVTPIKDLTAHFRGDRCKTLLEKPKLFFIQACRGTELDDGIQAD
Target sequence (P55210 207-303 limits assumed): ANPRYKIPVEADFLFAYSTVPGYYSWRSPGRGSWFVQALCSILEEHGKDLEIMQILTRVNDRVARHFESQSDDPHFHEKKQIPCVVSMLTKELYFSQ
Casp1 inh – blocks human caspase-1 allosterically or competitively. Caspase-1 enzyme, Ac-WEHD-AFC fluorogenic rate. Potency, µM (doses to about 57.5 µM), without a hit: top-dose activity change, negative = inhibition, usual class: inhibitors. actives 0.03% (n = 75,000). AID 900;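 further: potency means the concentration at half of the fitted maximal effect; plate controls were vehicle for no effect and no substrate for full effect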
Target sequence (P29466 120-297 limits assumed): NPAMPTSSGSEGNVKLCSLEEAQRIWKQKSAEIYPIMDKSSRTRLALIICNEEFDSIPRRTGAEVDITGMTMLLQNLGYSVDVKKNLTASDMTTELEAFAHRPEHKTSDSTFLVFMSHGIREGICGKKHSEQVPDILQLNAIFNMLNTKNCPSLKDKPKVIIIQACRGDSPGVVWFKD
Target sequence (P29466 317-404 limits assumed): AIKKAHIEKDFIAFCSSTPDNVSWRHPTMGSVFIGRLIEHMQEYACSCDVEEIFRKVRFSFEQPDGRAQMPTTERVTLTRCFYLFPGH
A350 fluor – A350 region autofluorescence; Compound autofluorescence, 340/450 nm, Alexa 350 dye-equivalents; active compounds read high; actives 11% (n = 59,000); max dye-equivalent concentration, M; in the data active means max dye-equivalent concentration above about 10 nM; inconclusive means mostly about 1.1 nM to 9.6 nM
HEK293 cAMP cs – raises cAMP in parental HEK293 cells, TSHR agonist counter-screen | AID 938 | Potency, µM (doses to about 57.1 µM), for inactives: at the highest dose activation, usual class: activators | parental HEK293 CNG cAMP sensor, membrane potential fluorescence | actives 2.5% (n = 73,000); further: potency means the concentration at half of the fitted maximal effect; % of control where 0% means no effect; nearly all actives have a fitted effect of over 55% in size
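Parental HEK 293 cells stably expressing a modified CNG channel (no TSHR) report cAMP rise as membrane depolarization. Membrane potential dye with 100 uM RO 20-1724 was loaded for 60 min at room temperature, then compound added for 30 min; fluorescence read at 590 nm.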
BRCT inh green – blocks human BRCA1 BRCT binding to phosphopeptide, green readout; P38398; BRCA1 BRCT-phosphopeptide binding, green fluorescence polarization; Potency, µM (titrated, usually from 76.9 µM), for the others: top-dose activity change, negative = inhibition, actives largely listed as inhibitors; actives 0.05% (n = 75,000); AID 875;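 further: potency means the concentration at half of the fitted maximal effect; plate controls were peptide without protein for full effect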
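Fluorescence polarization: His-tagged BRCT (~35 kDa BRCA1 C-terminus, 250 nM) bound to 100 nM fluorescein-labeled phosphorylated 10-aa BACH1 peptide, pH 7.3 phosphate buffer with DTT and Tween 20. Compounds incubated 12 min at room temperature; inhibition read as lowered polarization.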
Starred values were filed as active, the others as inactive; [ ] = dose if it differs, or a comment. Unless noted, the call rests on the fitted dose curve; in most records, active means well fitted curve in the direction sought with a large enough effect; inconclusive means small, poorly fitted or top-dose-only effect, or another doubt; inactive means no such curve, though single readings can be large; an effect the other way counts as inactive or inconclusive. An excerpt; rates above refer to the full screens.

What do the screens show for `Cc1ccc(S(=O)(=O)CC(C)N2CCOCC2)c(S(=O)(=O)CC(C)N2CCOCC2)c1` (stereo not drawn)?
Ub-GFP proteasome: 3%; BRCT inh red: 0.2%; Epigenetic mod: 5%; USP2a inh: 4%; Caspase-7 inhib: 1%; Casp1 inh: -1%; HEK293 cAMP cs: -3%; BRCT inh green: -1.9%

What do the screens show for `COc1ccc(C2=NO[C@@H]3C(=O)N(c4c(C)cccc4C)C(=O)[C@H]23)cc1OC`?
Ub-GFP proteasome: 6%; BRCT inh red: 0.5%; Epigenetic mod: 0%; Fluorescein autfl: inactive; USP2a inh: 18%; 4-MU autofl: inactive; Caspase-7 inhib: -2%; Casp1 inh: -1%; A350 fluor: inactive; HEK293 cAMP cs: 7%; BRCT inh green: 1.9%

Results for FC(F)(F)c1ccccc1Nc1nccs1 ?
Ub-GFP proteasome: 0%; BRCT inh red: -0.7%; Epigenetic mod: -1%; Fluorescein autfl: inactive; USP2a inh: -4%; 4-MU autofl: inactive; Caspase-7 inhib: 0%; Casp1 inh: 1%; A350 fluor: inactive; HEK293 cAMP cs: 9%; BRCT inh green: -3.3%

How did CCOC(=O)c1c(C)[nH]c(C)c1C(=O)COC(=O)CCOc1ccccc1OC do in these assays?
Ub-GFP proteasome: -3%; BRCT inh red: -0.2%; Epigenetic mod: -2%; Fluorescein autfl: inactive; USP2a inh: 13%; 4-MU autofl: inactive; Caspase-7 inhib: -1%; Casp1 inh: 0%; A350 fluor: inactive; HEK293 cAMP cs: 0%; BRCT inh green: 2.1%

Results for CC1C2CCC3C4CC=C5CC(N(C)C)CC[C@@]5(C)C4CC[C@@]32CN1C (stereo partly drawn) ?
BRCT inh red: 1.5%; USP2a inh: 0%; Caspase-7 inhib: 1%; Casp1 inh: -1%; BRCT inh green: -2.7%

Results for O=C(O)CCC(=O)N1CCC(C(=O)c2cccc(Cl)c2)CC1 ?
Ub-GFP proteasome: 4%; BRCT inh red: -1.1%; Epigenetic mod: 1%; Fluorescein autfl: inconclusive; USP2a inh: -9%; 4-MU autofl: inactive; Caspase-7 inhib: -2%; Casp1 inh: 2%; A350 fluor: inactive; HEK293 cAMP cs: 2%; BRCT inh green: 0.2%

Results for CCc1nnc(NS(=O)(=O)c2ccc(NC(=O)OC)cc2)s1 ?
Ub-GFP proteasome: -6%; BRCT inh red: 1.1%; Epigenetic mod: 8%; Fluorescein autfl: inconclusive; USP2a inh: -5%; 4-MU autofl: 1.4e-07M*; Caspase-7 inhib: -1%; Casp1 inh: -1%; A350 fluor: 1.6e-07M*; HEK293 cAMP cs: 8%; BRCT inh green: -4.8%

What do the screens show for `O=S(=O)(NCCNS(=O)(=O)c1ccccc1)c1ccccc1`?
Ub-GFP proteasome: 6%; BRCT inh red: 1.9%; Epigenetic mod: 8%; USP2a inh: 4%; Caspase-7 inhib: 0%; Casp1 inh: 0%; HEK293 cAMP cs: 0%[11.4 µM]; BRCT inh green: -1.2%

What do the screens show for `COc1ccc(CN(Cc2cc3cc(C)ccc3[nH]c2=O)C(=O)N(C)C)cc1`?
Ub-GFP proteasome: -1%; BRCT inh red: -3.0%; Epigenetic mod: 1%; Fluorescein autfl: inactive; USP2a inh: 126%[activator]; 4-MU autofl: inconclusive; Caspase-7 inhib: -2%; Casp1 inh: -1%; A350 fluor: inconclusive; HEK293 cAMP cs: 13%; BRCT inh green: 2.0%

What do the screens show for `CCn1c(SCc2c(F)cccc2Cl)nnc1-c1ccco1`?
Ub-GFP proteasome: -14%; BRCT inh red: -0.6%; Epigenetic mod: 5%; Fluorescein autfl: inactive; USP2a inh: 9%; 4-MU autofl: inactive; Caspase-7 inhib: -1%; Casp1 inh: 3%; A350 fluor: inactive; HEK293 cAMP cs: inconclusive; BRCT inh green: 2.0%

What do the screens show for `Cc1ccc(CC(CC(=O)O)C(=O)NC2CCCCC2)cc1` (stereo not drawn)?
Ub-GFP proteasome: 16%; BRCT inh red: -0.2%; Epigenetic mod: 5%; USP2a inh: 2%; Caspase-7 inhib: 0%; Casp1 inh: 0%; HEK293 cAMP cs: 5%; BRCT inh green: -1.7%

How did CCOC(=O)c1ccc(Oc2nc(SC)nc(N(C)C)n2)cc1 do in these assays?
Ub-GFP proteasome: 1%[9.17 µM]; BRCT inh red: -3.6%; Epigenetic mod: 5%; USP2a inh: -4%[7.66 µM]; Caspase-7 inhib: -4%; Casp1 inh: -3%; HEK293 cAMP cs: 3.2µM*; BRCT inh green: 1.5%

How did O=C(c1ccc2c(c1)OCO2)N1CCN(c2ccccc2F)CC1 do in these assays?
Ub-GFP proteasome: -1%; BRCT inh red: -0.7%; Epigenetic mod: 0%; Fluorescein autfl: inactive; USP2a inh: 1%; 4-MU autofl: inactive; Caspase-7 inhib: -1%; Casp1 inh: -6%; A350 fluor: inactive; HEK293 cAMP cs: 7%; BRCT inh green: -0.9%

Results for COc1ccc(C(=O)Nc2ccccc2-c2nnn(CC(=O)NCc3ccco3)n2)cc1 ?
Ub-GFP proteasome: -3%; BRCT inh red: 1.5%; Epigenetic mod: 0%; Fluorescein autfl: inconclusive; USP2a inh: -2%; 4-MU autofl: inactive; Caspase-7 inhib: -3%; Casp1 inh: -1%; A350 fluor: inactive; HEK293 cAMP cs: 16%; BRCT inh green: -2.5%

What do the screens show for `Cc1ccsc1CN1CCN(c2ccccn2)CC1`?
Ub-GFP proteasome: 14%[9.17 µM]; BRCT inh red: -0.5%; Epigenetic mod: -2%; USP2a inh: 4%[7.66 µM]; Caspase-7 inhib: 2%; Casp1 inh: -1%; HEK293 cAMP cs: 11%[11.4 µM]; BRCT inh green: -1.8%

What do the screens show for `Cc1cc(C(=O)NCc2ccccc2)no1`?
Ub-GFP proteasome: -9%; BRCT inh red: 0.4%; Epigenetic mod: -1%; Fluorescein autfl: inactive; USP2a inh: 1%; 4-MU autofl: inactive; Caspase-7 inhib: 0%; Casp1 inh: 0%; A350 fluor: inactive; HEK293 cAMP cs: 0%; BRCT inh green: -0.4%

Results for O=C(NC(NCCCN1CCOCC1)(C(F)(F)F)C(F)(F)F)C1CCCCC1 ?
Ub-GFP proteasome: -5%; BRCT inh red: -2.8%; Epigenetic mod: 0%; Fluorescein autfl: inconclusive; USP2a inh: -3%; 4-MU autofl: inconclusive; Caspase-7 inhib: -1%; Casp1 inh: -1%; A350 fluor: 1e-08M*; HEK293 cAMP cs: 6%; BRCT inh green: -4.8%

How did Oc1c(Cl)cc(C(c2cc(Cl)c(O)c(Cl)c2)C(c2cc(Cl)c(O)c(Cl)c2)c2cc(Cl)c(O)c(Cl)c2)cc1Cl do in these assays?
Ub-GFP proteasome: 1%[9.17 µM]; BRCT inh red: 0.3%[15.4 µM]; Epigenetic mod: -2%[9.22 µM]; Fluorescein autfl: inactive; 4-MU autofl: inactive; Caspase-7 inhib: -6%[11.5 µM]; Casp1 inh: 2%[11.5 µM]; A350 fluor: inactive; HEK293 cAMP cs: -4%[11.4 µM]; BRCT inh green: -1.4%[15.4 µM]

How did Cc1c(O)ccc(C(=O)COc2ccccc2F)c1O do in these assays?
Ub-GFP proteasome: -10%; BRCT inh red: -1.4%; Epigenetic mod: 8%; USP2a inh: 0%; Caspase-7 inhib: 1%; Casp1 inh: -2%; HEK293 cAMP cs: -9%; BRCT inh green: -0.7%

What do the screens show for `N#Cc1cccc(NC(=O)Nc2cccs2)c1`?
Ub-GFP proteasome: -6%; BRCT inh red: -1.7%; Epigenetic mod: 2%; Fluorescein autfl: inconclusive; USP2a inh: 29%; 4-MU autofl: inactive; Caspase-7 inhib: inconclusive; Casp1 inh: -11%; A350 fluor: inactive; HEK293 cAMP cs: -7%; BRCT inh green: 4.8%

How did CCCCCCc1nnc(NC(=O)OCC)s1 do in these assays?
Ub-GFP proteasome: -5%; BRCT inh red: 1.2%; Epigenetic mod: -3%; USP2a inh: 1%; Caspase-7 inhib: 0%; Casp1 inh: 0%; HEK293 cAMP cs: 13%; BRCT inh green: -0.1%

How did O=C(NCC1CCCO1)C1CCCN(Cc2cnn(-c3ccccc3)c2-n2cccc2)C1 (stereo not drawn) do in these assays?
Ub-GFP proteasome: -6%; BRCT inh red: -2.6%; Epigenetic mod: 3%; Fluorescein autfl: inactive; USP2a inh: 5%; 4-MU autofl: inactive; Caspase-7 inhib: 0%; Casp1 inh: 0%; A350 fluor: inactive; HEK293 cAMP cs: 24%; BRCT inh green: -1.4%

What do the screens show for `O=C(O)c1cc(-c2ccc3c(c2)OCO3)nc2ccccc12`?
Ub-GFP proteasome: 2%; BRCT inh red: -2.5%; Epigenetic mod: 3%; Fluorescein autfl: inactive; USP2a inh: -3%; 4-MU autofl: inconclusive; Caspase-7 inhib: 0%; Casp1 inh: 0%; A350 fluor: inconclusive; HEK293 cAMP cs: 5%; BRCT inh green: 0.8%
